Insulin prom inh: TRM-6 insulin promoter activity inhibition | TRM-6 cells (human fetal islet line), insulin promoter-eGFP reporter, imaging; reporter expression induced with tamoxifen | inhibition, % at 2 µM | 130,000 tested, 0.9% active | AID 1273;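 active = inhibition above the mean plus 3 SD, with well images judged a real hit on visual review, cut at about 60% in these data, passing the limit was not always enough; inconclusive = inhibition over the cutoff but images rejected on review; inactive = inhibition not above the cutoff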
sdo1 growth: compounds rescuing growth of sdo1-depleted yeast, bone marrow failure model. 140,000 tested, 0.21% active. z-score at 10 µM. S. cerevisiae sdo1-depleted JHY4D growth rescue, OD600 30 h; hits give high values; pdr5 snq2 efflux-pump mutant strain;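 active = z-score above 3 at both the 24 hr and the 30 hr optical density reads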;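 also: z-score against mean and SD of all compound wells on the same plate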
sdo1 growth Rescue 24 h: recorded beside sdo1 growth, whose call it bears; z-score; S. cerevisiae sdo1-depleted JHY4D growth rescue, OD600; measured here: growth rescue at 24 h;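 0 is the plate mean of compound wells and units are plate SD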
Starred values were filed as active, the others as inactive; ? = inconclusive; / = not tested or not shown.

SMILES,Insulin prom inh,sdo1 growth,sdo1 growth Rescue 24 h
CCC(=O)Nc1ccc(N2CCN(C(=O)c3ccccc3C)CC2)cc1,-26,-0.08,-0.62
CCN(CC)S(=O)(=O)c1cccc(NC(=O)c2ccc(SC)cc2OC)c1,-67,/,/
Cc1ccc(C(=O)N/C(=C/c2ccc(-c3cc(C(F)(F)F)ccc3Cl)o2)C(=O)NCc2cccnc2)cc1,/,-0.85,-1.6
CC1CCc2nn(CC(=O)NCc3ccco3)cc2C1 (stereo not given),/,0.15,-0.14
COC(=O)c1ccccc1NC(=O)CNC(=O)c1ccco1,0,0.68,0.31
N#C/C(=C/c1ccc(-c2ccc(C(=O)O)c(Cl)c2)o1)C(=O)NCC1CCCO1 (stereo not given),17,1.1,1.1
Cn1c(SCc2nc3ccccc3s2)nnc1-c1cccs1,-4,-0.35,0.07
Oc1ccc(-c2csc(-c3c[nH]c4ccccc34)n2)c(O)c1,33,-2.3,-1.7
C=C(C)CNC(=S)NNC(=O)CCn1c2ccccc2c2ccccc21,-72,0.06,0.18
COC(=O)N/N=C(\C)c1ccc(Br)cc1,30,-0.92,-1.7
O=C(COc1ccc(F)cc1)N(c1ccccn1)C1CCCCC1,-56,0.09,-0.11
Cc1cc(C)cc(NC(=O)c2cccc(NC(=O)C3C4CC5OC(=O)C3C5C4)c2)c1 (stereo not given),-77,0.33,0.06

(list continues)
SMILES,Insulin prom inh,sdo1 growth,sdo1 growth Rescue 24 h
CC(C)(C)c1nc(SCC(=O)Nc2ccc(N3CCOCC3)cc2)c2ccccc2n1,-77,-1.6,-1.4
CCCCn1nc2cc(C(=O)NCc3ccc4c(c3)OCO4)ccc2c1OCC,-11,-0.71,-0.99
O=C(CSc1nc(-c2ccccc2)cs1)Nc1ccccc1[N+](=O)[O-],/,-1.2,-1.6
CCC1(C)CC(c2csc(N)n2)CCO1 (stereo not given),-359,0.7,0.27
COc1ccc(C2(c3ccc(OC)cc3)NC(=O)N(Cn3nnc4ccccc4c3=O)C2=O)cc1,0,0.75,1.2
N#C/C(=C\c1ccccc1)C(=O)Nc1cc(S(=O)(=O)N2CCOCC2)ccc1N1CCCC1,/,0.45,0.39
CCn1c(/C=C/c2ccc([N+](=O)[O-])o2)nc2ccccc2c1=O,-65,-2,-1.9
CCc1ccc(C(=O)NCc2cccs2)s1,-19,0.22,0.27
Cc1cc(NC(=O)c2cnc3ccccn3c2=O)no1,8,/,/
O=C(CN1CCN(S(=O)(=O)c2ccc(Br)cc2)CC1)N/N=C/c1cc([N+](=O)[O-])ccc1Cl,/,0.65,0.11
Cc1nc(N2CCN(Cc3ccccc3)CC2)[nH]c(=O)c1C,-54,/,/
Cc1cc(NC(=O)CCSc2nc(-c3ccco3)cc(C(F)(F)F)n2)no1,-464,-1,-0.73

Next structures
SMILES,Insulin prom inh,sdo1 growth,sdo1 growth Rescue 24 h
Cc1ccc(Oc2nc(-c3cccnc3)nc3ccccc23)c([N+](=O)[O-])n1,22,/,/
O=C(O)c1ccc(N2C(=O)CC(SC(=Nc3ccccc3)Nc3ccccc3)C2=O)cc1 (stereo not given),-36,1.5,1.1
COc1ccc(C(=O)N(CN2CCCC2=O)c2ccccc2OC)cc1OC,-46,-0.21,-0.5
CCOc1ccc(NC(=O)CSc2nc3ccccc3c(=O)n2CCCC(=O)N2CCCC2)cc1,47,-0.28,-0.42
C=CCOc1ccc(/C(O)=C2/C(=O)C(=O)N(CCN3CCOCC3)C2c2ccc(C)cc2)cc1 (stereo not given),27,0.03,-0.34
CC(=O)Oc1ccc(OC(C)=O)c(SCCCCCN2CCOCC2)c1,-14,-0.05,-1.5
COc1ccc(Cc2nc3ccccc3n2CC(=O)N/N=C/c2ccccc2)cc1OC,/,0.52,0.17
O=C(CCSCc1ccc(Cl)cc1)NCc1cccs1,-33,/,/
COc1ccc(CCNC(=O)C23CCC(C)(C(=O)O2)C3(C)C)cc1OC (stereo not given),-20,/,/
CS(=O)(=O)c1nc(-c2ccccc2)cc(C(F)(F)F)n1,/,-1.3,-1.2
CC(C)C[C@H](NC(=O)Nc1cccc(Br)c1)C(=O)O,24,-0.13,-0.74
Cc1cccc(N2CCN(C(=O)CCCn3c(=S)[nH]c4cc5c(cc4c3=O)OCO5)CC2)c1C,0,-0.87,-0.3

13 structures already listed, arranged by length of the SMILES, highest first.
SMILES,Insulin prom inh,sdo1 growth,sdo1 growth Rescue 24 h
Cc1ccc(C(=O)N/C(=C/c2ccc(-c3cc(C(F)(F)F)ccc3Cl)o2)C(=O)NCc2cccnc2)cc1,/,-0.85,-1.6
COc1ccc(C2(c3ccc(OC)cc3)NC(=O)N(Cn3nnc4ccccc4c3=O)C2=O)cc1,0,0.75,1.2
Cc1cc(C)cc(NC(=O)c2cccc(NC(=O)C3C4CC5OC(=O)C3C5C4)c2)c1 (stereo not given),-77,0.33,0.06
O=C(O)c1ccc(N2C(=O)CC(SC(=Nc3ccccc3)Nc3ccccc3)C2=O)cc1 (stereo not given),-36,1.5,1.1
Cc1ccc(Oc2nc(-c3cccnc3)nc3ccccc23)c([N+](=O)[O-])n1,22,/,/
COc1ccc(Cc2nc3ccccc3n2CC(=O)N/N=C/c2ccccc2)cc1OC,/,0.52,0.17
Cc1cc(NC(=O)CCSc2nc(-c3ccco3)cc(C(F)(F)F)n2)no1,-464,-1,-0.73
O=C(CSc1nc(-c2ccccc2)cs1)Nc1ccccc1[N+](=O)[O-],/,-1.2,-1.6
Cc1nc(N2CCN(Cc3ccccc3)CC2)[nH]c(=O)c1C,-54,/,/
COC(=O)c1ccccc1NC(=O)CNC(=O)c1ccco1,0,0.68,0.31
Cc1cc(NC(=O)c2cnc3ccccn3c2=O)no1,8,/,/
COC(=O)N/N=C(\C)c1ccc(Br)cc1,30,-0.92,-1.7
CCc1ccc(C(=O)NCc2cccs2)s1,-19,0.22,0.27

(cont.)
SMILES,Insulin prom inh,sdo1 growth,sdo1 growth Rescue 24 h
CCNC(=O)CSc1nnc(CN2CCCCCC2=O)n1-c1ccccn1,42,/,/
COCC(=O)Nc1nnc(COc2ccccc2)s1,36,-0.37,0.26
CCOC(=O)c1ccc(CNC(=O)c2cc(C(C)(C)C)oc2C)o1,-260,-0.86,-0.37
CC1CN(S(=O)(=O)c2ccc(C(=O)Nc3sc4c(c3C(N)=O)CCN(C)C4)cc2)CC(C)O1 (stereo not given),?,0.41,0.06
CC1CCCN(C(=S)NCCc2ccccc2)C1 (stereo not given),0,-0.73,-0.59
C1CCC(NC2=NCCC2)CC1,-76,1.3,1.1
Cc1ccc(-n2ncc3c(NNC(=O)c4cccs4)ncnc32)cc1,17,/,/
Cc1ccccc1-n1c(=O)c2c(n3cnnc13)-c1ccccc1CC21CCCCC1,2,-2.1,-1.5
CN(Cc1ccccc1)c1nc2c(c(=O)[nH]c(=O)n2C)n1CCCSc1ncccn1,/,0.38,0.9
CSCC[C@H](NC(=O)OC(C)(C)C)c1nnc(SCc2ccccc2)o1,-4,1.4,2.4
Cc1cccc(C(=O)N[C@H](C(=O)OCC(=O)NC2CCS(=O)(=O)C2)C(C)C)c1 (stereo not given in full),0,0.79,0.06
Cc1ccc(S(=O)(=O)CCc2nnc(NC(=O)COc3cccc(C)c3)s2)cc1,43,0.73,2.4

Next part
SMILES,Insulin prom inh,sdo1 growth,sdo1 growth Rescue 24 h
COc1ccc(C2NC(=S)NC(C)=C2C(=O)c2ccccc2)cc1OC (stereo not given),/,1,0.03
O=C(c1cccc(S(=O)(=O)N2CCc3ccccc3C2)c1)N1CCN(c2ccccc2)CC1,0,-0.8,-0.26
O=C(/C=C/c1ccc(Cl)cc1)N1CCN(c2ccccn2)CC1,/,-0.56,-0.99
CC(C)(C)NCC(O)COc1c(F)cc(Br)cc1F (stereo not given),-26,-0.52,-0.51
Cn1cnnc1SCC(=O)c1cccc([N+](=O)[O-])c1,-50,0.46,-0.25
COC(=O)c1cc(OC)c(OC)cc1NC(=O)CSc1ccc(C)cc1,-3,-0.88,-0.37
CCSc1nnc(-c2cc(Br)ccc2N)c(=O)[nH]1,15,/,/
O=C(NCCc1csc(-c2ccccc2)n1)c1ccc(Br)o1,/,-2.1,-1.8
CCCn1c(C(C)NC(C)=O)nc2ccccc21 (stereo not given),20,0.88,1.4
Cc1ccc(NC(=O)NC(=O)N(C(C)C)S(C)(=O)=O)nc1,-22,1.5,1.5
Cc1ccc(SCC(=O)O/N=C(\N)c2cccc([N+](=O)[O-])c2)cc1,20,-1.1,-0.97
Cc1ccc(CSC2=NCCN2C(=O)C(C)Oc2ccccc2)cc1 (stereo not given),-150,/,/

More results follow.
SMILES,Insulin prom inh,sdo1 growth,sdo1 growth Rescue 24 h
CSc1ccccc1C(=O)N1CCOCC1,29,-0.38,-0.6
CN(C)c1ccc(NC(=O)CN2CCC(N3CCCCC3)CC2)cc1,-55,-0.31,-0.71
COc1ccc(S(=O)(=O)N2CCC(C(=O)N3CCOCC3)CC2)cc1,0,0.5,0.65
N#C/C(=C\c1ccc(O)c([N+](=O)[O-])c1)c1nc2ccccc2s1,-9,/,/
COCC(=O)NCCSc1c(C)[nH]c2ccccc12,/,-0.27,-0.5
Cn1c(N)c(C(=O)c2ccc(C#N)cc2)c(=O)n(C)c1=O,/,1.5,1.7
Cc1cccc(/C=C2\Oc3cc(OS(C)(=O)=O)ccc3C2=O)c1,-6,-0.78,0.13
Cc1c(NC(=O)CSc2ccccc2C(=O)Nc2cccnc2)c(=O)n(-c2ccccc2)n1C,14,-0.05,-0.88
O=C(NCCc1cn2ccccc2n1)c1cc(COc2c(F)cccc2F)on1,-29,/,/
COc1ccc(NC(=O)Cn2nnc(C(=O)NCCc3ccccc3)c2N)cc1,55,/,/
CCOC(=O)C1=C(C)NC(C)=C(C(=O)OCC)C1c1cc2ccc(C)cc2[nH]c1=O,/,0.85,0.53
CCc1ccc(/C=C/C(=O)c2ccc(N3CCOCC3)cc2)cc1,-42,0.43,0.24

Complete entries, looked up by structure. Order of screens: Insulin prom inh | sdo1 growth | sdo1 growth Rescue 24 h
COc1ccc(NC(=O)Cn2nnc(C(=O)NCCc3ccccc3)c2N)cc1 in the list: 55 | / | /
CN(C)c1ccc(NC(=O)CN2CCC(N3CCCCC3)CC2)cc1 in the list: -55 | -0.31 | -0.71

The list continues:
SMILES,Insulin prom inh,sdo1 growth,sdo1 growth Rescue 24 h
Cc1cccc(NC(=O)C(NS(=O)(=O)c2ccc3c(c2)CCC(=O)N3)c2ccccc2)n1 (stereo not given),/,1.3,-0.25
O=C(c1ccc(Cl)cc1)C(Cn1cncn1)C(Sc1ccccc1)c1ccccc1 (stereo not given),-25,-1.9,-0.41
CC1CN(C2CCN(C(=O)COc3ccccc3)CC2)CC(C)O1 (stereo not given),-33,0.53,-0.38
CCCCC(=O)Nc1ccc(NC(=S)NC(=O)CC)cc1OC,-6,0.46,-0.17
Cc1ccc(-n2c(=O)cc(N3CC(C)OC(C)C3)[nH]c2=O)cc1 (stereo not given),12,/,/
Cc1ccc(NC(=O)CN(c2ccc(Cl)cc2)S(=O)(=O)c2cc([N+](=O)[O-])ccc2Cl)cc1,8,-1.8,-0.97
COc1cccc(C2C(C#N)=C(N)OC(C(C)(C)C)=C2C#N)c1 (stereo not given),/,0.04,-0.44
O=C(Nc1cccc2nsnc12)c1cccnc1Cl,33,-0.36,-1.8
Cc1cc(C(=O)NNC(=S)NCC2CCCO2)cs1 (stereo not given),/,-0.26,-0.57
CCOc1ccc2nc(NC(=S)N(C)C)sc2c1,34,-0.77,-0.68
O=C(/C=C/c1ccc2c(c1)OCO2)NCCSCc1ccc(Cl)cc1,20,-1.3,-1.3
O=[N+]([O-])c1ccc(COc2cccc(CNc3ccc(F)cc3)c2)cc1,/,-0.76,-1.1

The results go on.
SMILES,Insulin prom inh,sdo1 growth,sdo1 growth Rescue 24 h
CC(=O)N(C)C(c1ccc(N(C)C)cc1)c1nnnn1-c1c(C)cccc1C (stereo not given),9,-0.5,-0.3
CCOC(=O)C(NCc1ccc2c(c1)OCO2)(NC(=O)CC)C(F)(F)F (stereo not given),14,0.77,0.53
COc1ccc(C2C(C(=O)Nc3ccc(F)cc3)=C(C)Nc3nc(CCCO)nn32)cc1 (stereo not given),/,1.2,1.4
COc1ccc(/C(N)=N/OC(=O)CSc2ccc(C)cc2)cc1OC,21,0.42,1.7
CS(=O)(=O)NCCSCc1c(Cl)cccc1Cl,3,1,1.2
CC1CCCN(C(=O)Cn2c(-c3nonc3N)nc3ccccc32)C1 (stereo not given),-7,-0.18,-0.42
O=C(CCn1cnc2ccccc2c1=O)Nc1nc(-c2ccc(Br)cc2)cs1,/,-1.3,-0.34
Cc1nc2ccccc2c(=O)n1NC(=O)c1ccc(F)cc1Cl,54,0.4,0.47
c1ccc2cc(Sc3ncnc4c3oc3ccccc34)ccc2c1,-11,0.81,2.5
CCCCSc1c(C)c2cc3c(cc2[nH]c1=O)OCO3,35,-0.78,-0.64
COC(=O)c1ccc(NC(=O)c2sc3nc(-c4ccccc4)cn3c2C)cc1,/,-1.4,-0.78
CC1CC(C)CN(CC(O)COCCOc2ccc(Br)cc2)C1 (stereo not given),-38,-0.43,-0.51

Continuation.
SMILES,Insulin prom inh,sdo1 growth,sdo1 growth Rescue 24 h
CC(=O)NC1=NC(=O)/C(=C/N2CCCCC2)S1,0,0.8,0.89
Cc1nn(Cc2ccc(F)cc2)c(C)c1NC(=O)c1noc2c1CCCCC2,/,-0.66,-0.4
CCOc1cc(CNCCCN2CCOCC2)ccc1OCC(=O)NC(C)(C)C,6,/,/
Cc1cc(C)c(C)c(S(=O)(=O)Nc2ccccc2C(=O)NCCCn2ccnc2)c1C,-19,1.1,0.49
O=C(CSc1ccc(-c2ccco2)nn1)N1CCCC1,7,/,/
COc1ccccc1N1CCN(C(c2ccc(Cl)cc2)c2nnnn2C(C)(C)C)CC1 (stereo not given),-6,-1.4,-0.02
O=S(=O)([N-]c1nc2ccccc2nc1-[n+]1ccccc1)c1ccccc1,/,1.1,0.24
